High-throughput results: PubChem, The Scripps Research Institute Molecular Screening Center
PAFAH1B3 FP inh: inhibitors of human PAFAH1B3; 340,000 compounds, 0.28% hits; AID 492972; inhibition, % at 3.39 µM; recombinant PAFAH1B3, FP-rhodamine probe, fluorescence polarization; Q15102;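 active means inhibition above the screen-wide average of all tested compounds plus 3 SD, cut at about 25% in these data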;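 further: 0% = enzyme with DMSO only and 100% = wells lacking PAFAH1B3 protein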
LYPLA1 counter: blocks human lysophospholipase 1, a PME1 counter-screen. inhibition, % at 5.9 µM. O75608. recombinant LYPLA1, FP-Rh probe fluorescence polarization. 320,000 compounds, 0.16% hits. AID 2174;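 active means inhibition above the mean of all tested compounds plus 3 SD, set per campaign, cut at about 14% in these data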;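 further: inhibitors block serine hydrolase probe labeling of LYPLA1 so polarization falls; 0% = enzyme with DMSO and 100% = wells lacking LYPLA1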
Target sequence (O75608 whole entry, looked up): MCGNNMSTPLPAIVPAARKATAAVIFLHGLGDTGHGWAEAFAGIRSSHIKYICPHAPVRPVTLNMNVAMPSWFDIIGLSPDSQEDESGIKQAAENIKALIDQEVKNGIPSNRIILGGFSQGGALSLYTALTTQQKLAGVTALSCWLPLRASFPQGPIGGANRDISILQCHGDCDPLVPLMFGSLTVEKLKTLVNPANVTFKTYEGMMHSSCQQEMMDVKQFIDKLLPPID
PAD4 FP inh: inhibitors of human PAD4 | Q9UM07 | recombinant PAD4, RCA probe fluorescence polarization | inhibition, % at 6.36 µM | 330,000 compounds, 0.41% hits;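 active means percent inhibition above a cutoff equal to the mean of all tested compounds plus 3 SD, cut at about 15% in these data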;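 further: 0% = PAD4 with RCA probe and DMSO and 100% = probe without PAD4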
PAFAH1B2 FP inh: inhibitors of human PAFAH1B2; inhibition, % at 3.39 µM; AID 492953; recombinant PAFAH1B2, FP-rhodamine activity probe, fluorescence polarization; 340,000 compounds, 1.2% hits;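 active means inhibition above the mean of all tested compounds plus 3 SD, cut at about 24% in these data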;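 further: 0% = enzyme with DMSO and 100% = wells lacking PAFAH1B2; many of its hits are not listed in these tables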
Target sequence (P68402 whole entry, looked up): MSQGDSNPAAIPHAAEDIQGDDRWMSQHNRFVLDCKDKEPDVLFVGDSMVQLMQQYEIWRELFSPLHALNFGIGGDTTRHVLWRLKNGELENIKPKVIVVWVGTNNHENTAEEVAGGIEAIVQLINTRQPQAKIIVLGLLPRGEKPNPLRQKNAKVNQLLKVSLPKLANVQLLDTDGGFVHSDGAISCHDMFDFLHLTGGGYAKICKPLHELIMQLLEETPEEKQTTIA
Fam108B counter: Fam108B inhibition, counter-screen for RBBP9 inhibitors | recombinant Fam108B, FP-Rh probe fluorescence polarization | inhibition, % at 9.51 µM | AID 1947 | 300,000 compounds, 0.33% hits;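 active means inhibition above the screen mean inhibition plus 3 SD, computed separately per campaign, cut at about 18% in these data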;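 further: inhibitors lower polarization as less probe binds the enzyme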
GSTO1 inh: blocks human GSTO1 in RBBP9 counter-screen; inhibition, % at 5.96 µM; recombinant GSTO1, activity-based probe fluorescence polarization; 300,000 compounds, 1.1% hits;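 active means inhibition above the campaign mean inhibition plus 3 SD, cut at about 35% in these data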;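 further: 0% = GSTO1-1 with DMSO and 100% = wells lacking GSTO1-1 enzyme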
PME-1 primary: blocks human protein phosphatase methylesterase 1; Q9Y570; recombinant PME-1, FP-Rh probe fluorescence polarization; inhibition, % at 5.9 µM; 320,000 compounds, 0.53% hits;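 active means inhibition above the campaign mean of all compounds plus 3 SD, cut at about 26% in these data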;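 further: competitive labeling of PME-1 active site by serine hydrolase directed probe; 0% = PME-1 with DMSO and 100% = wells lacking PME-1 enzyme; inhibitors block probe labeling so polarization falls and inhibition rises; many of its hits are not listed in these tables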
PAFAH2 inh: PAFAH2 (human) inhibition; Q99487; recombinant PAFAH2, FP-rhodamine activity probe, fluorescence polarization; inhibition, % at 3.39 µM; 340,000 compounds, 0.99% hits;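 active means inhibition above the mean over all tested compounds plus 3 SD, cut at about 30% in these data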;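 further: inhibitors block probe labeling of enzyme so polarization drops; 0% = enzyme with DMSO and 100% = wells lacking PAFAH2 protein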
pPAFAH FP inh: inhibitors of human plasma PAF acetylhydrolase (pPAFAH); Q13093; recombinant pPAFAH, FP-rhodamine probe fluorescence polarization; inhibition, % at 3.39 µM; 330,000 compounds, 1.5% hits; AID 463082;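 active means inhibition above the mean inhibition across the screen plus 3 SD, cut at about 25% in these data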;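 further: inhibitors block binding of the rhodamine activity-based probe so polarization drops; 0% = enzyme with DMSO and 100% = wells lacking pPAFAH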
Target sequence (Q13093 whole entry, looked up): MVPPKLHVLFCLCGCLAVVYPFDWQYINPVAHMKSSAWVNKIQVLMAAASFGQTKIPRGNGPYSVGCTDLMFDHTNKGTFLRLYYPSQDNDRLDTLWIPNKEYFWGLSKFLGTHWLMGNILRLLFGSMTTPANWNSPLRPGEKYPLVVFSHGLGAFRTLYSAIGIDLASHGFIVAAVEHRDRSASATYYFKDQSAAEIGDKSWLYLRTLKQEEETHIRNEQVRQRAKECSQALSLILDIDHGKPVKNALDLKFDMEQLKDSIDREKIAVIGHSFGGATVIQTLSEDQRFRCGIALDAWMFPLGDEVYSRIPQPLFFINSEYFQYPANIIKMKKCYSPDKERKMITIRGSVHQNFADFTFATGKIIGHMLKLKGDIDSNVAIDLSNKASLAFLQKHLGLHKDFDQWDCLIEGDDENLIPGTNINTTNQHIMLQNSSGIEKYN
* marks the source's active call; other numbers are inactive results; · = not tested or not shown; & = joins results of further samples. Some of the compounds tested, so the mix of outcomes need not match the whole.

Every second line gives: PAFAH1B3 FP inh, LYPLA1 counter, PAD4 FP inh, PAFAH1B2 FP inh, Fam108B counter, GSTO1 inh, PME-1 primary, PAFAH2 inh, pPAFAH FP inh
> CC/C(=C\C=C\[C@@H]1C=C[C@@H]2CCC[C@H]2[C@@H]1C(=O)c1ccc[nH]1)[C@@H]1O[C@@H]([C@@H](C)C(=O)O)CC[C@@H]1C
  ·, -4, 4, ·, 1, 12, -10, ·, 22
> CCCC/C(C)=C/[C@@H](NP(=O)(c1ccccc1)c1ccccc1)c1ccccc1
  -7, -4, -5, 3, 1, 12, 3, -5, -1
> Cc1ccc(N=C(/N=C(\N)N[N+](=O)[O-])Nc2ccc(C)cc2)cc1
  6, -2, 0, -1, 0, -12, -3, 1, 0
> O=[N+]([O-])c1ccc(N2CCNCC2)cc1Sc1ccccn1
  -1, -1, -1, 8, 3, 3, 1, -16, -6
> O=C(Cc1ccc(N(CCCl)CCCl)cc1)NC(Cc1ccc(Cl)cc1)C(=O)O (stereo unspecified)
  6, -2, -3, 60*, 8, 28, 3, 5, 5
> N=C1c2ccccc2CN1NC(=O)c1ccccc1
  2, 7, -3, -3, -2, 1, -5, 0, 2
> CCOc1cccc(N2C(=O)CC(=O)NC2=O)c1
  0, 0, -1, 5, 2, -4, -2, -4, 3
> CCN(CC)S(=O)(=O)c1ccc(NN=C(C#N)C#N)cc1
  20, -5, -8, 4, 7, 21, 7, 4, 12
> CC(C)c1onc(C(=O)N2CCC3(CC2)OCCO3)c1[N+](=O)[O-]
  8, 0, 3, -1, 5, 8, 2, -4, 0
> NCCc1nc2ccccc2s1
  15, 1, 1, 3, 0, 0, -2, -5, 2
> CCN(CC)CCCNC(=O)c1c(O)c2ccccc2n(Cc2ccccc2)c1=O
  6, -2, -3, 3, 11, 5, 1, 0, 1
> COC(=O)C1=C(c2ccc(OC(F)(F)F)cc2)C[C@@H]2CC[C@H]1N2C(=O)NC1Cc2ccccc2C1
  2, -1, -4, 4, ·, ·, -4, 0, 4
> CC(C)CC12CN3CCN(CC(C3)C1O)C2 (stereo unspecified)
  2, 3, 0, -1, -3, 4, 0, -5, -6
> COc1ccc(Cn2c(N)c(C(=O)NCc3ccco3)c3nc4ccccc4nc32)cc1OC
  7, -8, -4, -5, 4, 53*, -7, -14, 7
> CCCCCCC(=O)N/N=C/c1c(O)n(C2CC2)c(=S)[nH]c1=O
  9, 0, 0, 9, -1, -24, 4, 5, 6
> CSc1ncc(/C=C2/C(=O)NC(=O)N(c3ccc(C)cc3)C2=O)cn1
  10, 0, 3, -1, 0, 7, 2, -3, 1
> CN(C)C1(CNC(=O)c2ccc(NS(=O)(=O)c3ccc(Cl)c(Cl)c3)cc2)CCCCC1
  0, -1, -4, 4, ·, ·, 0, -3, 3
> Cc1cc(/C=C2/C(=O)NC(=O)N(Cc3ccco3)C2=O)c(C)n1-c1ccc(C(=O)O)cc1
  8, 4, 3, 5, 3, 3, -7, -1, 4
> O=C(CN1C(=O)CN=C(c2ccccc2Cl)c2cc(Cl)ccc21)NCc1ccco1
  1, 3, -4, -2, -6, 1, -5, 7, 5
> Cc1cc(C)[n+](C2C3CC4CC(C3)CC2C4)o1 (stereo unspecified)
  11, 3, -9, 4, 0, -1, 3, -3, -4
> CC(C)c1ccc(NC(=O)CCNC(=O)N2C[C@H]3C[C@@H](C2)c2cccc(=O)n2C3)cc1
  3, 2, -3, 3, 3, -4, -5, -2, 4
> Cc1nn(CC(C)C)c(Cl)c1C(=O)O
  2, -3, -4, 1, 2, -7, 8, 8, 7
> FC(F)(F)c1cccc(NC2=NCCCS2)c1
  4, 2, -1, 1, -2, -7, -2, -2, 3
> CC(C)N1C(=O)NC(=O)C2(Cc3cc([N+](=O)[O-])ccc3N(C)C2c2ccccc2)C1=O (stereo unspecified)
  9, 3, 2, 3, 1, 2, 4, -4, 5
> COc1cc(/C=C/c2nc3ccccc3c(=O)n2-c2cccc(O)c2)ccc1O
  -13, -7, -4, -1, 3, -3, 36*, -14, 12
> C[C@]12CCC3C(CC[C@H]4C[C@H](N)CC[C@]34C)C1CC[C@H]2O (stereo partly specified)
  1, 3, -2, 2, -2, -2, 0, 0, 1
> CCC(=Nc1ccc2c(c1)CCC2)c1c(O)n(-c2ccc(OC)cc2)c(=O)[nH]c1=O
  4, 1, -2, 2, -4, 3, -6, 2, -4
> CCC1C(c2ccccc2)NC(c2ccccc2)CC1(O)c1ccc(F)cc1 (stereo unspecified)
  -1, -1, -1, 1, 0, -4, -3, 2, 2
> CC(C)c1ccc(N2C(=O)NC(=O)/C(=C/c3cnc(-c4ccccc4)nc3)C2=O)cc1
  0, -4, -4, 0, 0, 6, 1, 5, 20
> COc1ccc(CCNCc2ccccc2)cc1
  3, 0, 2, 0, -3, -4, 3, -4, 0
> Cc1cc(OCC(=O)NCc2ccncc2)c2c3c(c(=O)oc2c1)CCCC3
  0, 5, 2, 0, 3, -1, 3, 6, -1
> O=C(c1ccc(Cl)cc1)C1CCCN(C2CCSCC2)C1 (stereo unspecified)
  ·, 0, -2, ·, -1, 2, -6, ·, 3
> CCN(CC)P(=O)(NC(=O)C(Cl)(Cl)Cl)N(CC)CC.[Cl-].[Cl-].[Cl-].[Nd+3]
  6&-3, 1, -2, 7&-1, 1, 3, -3, 1&-7, -4
> C#CCNc1ccncc1S(=O)(=O)NC(=O)NC(C)C
  7, -1, -2, 2, 2, 0, 2, -3, 1
> O=c1[nH]c(=O)n(CCC2=CCCCC2)c(O)c1C=NCc1cccnc1
  11, 3, -4, 4, 1, 2, -3, 5, 1
> COc1ccc(C2SCC(=O)Nc3c2c(C)nn3-c2ccccc2)cc1OC (stereo unspecified)
  3, -2, 2, 8, 1, 10, -4, -4, 3
> CC(=Nc1c(C)n(C)n(-c2ccccc2)c1=O)c1c(O)n(Cc2ccccc2)c(=O)[nH]c1=O
  2, 1, -3, 6, -3, 1, -6, 1, 2
> CCOP(=S)(OCC)SCC(=O)NC(C(=O)O)C(C)C (stereo unspecified)
  2, -3, -3, 6, -2, 6, 4, 4, -1
> COc1cc(OC)c2c(c1)O[C@@H](c1ccc(OC)c(OC)c1)[C@H](O)C2
  3, 2, -3, 2, 3, 2, -1, -10, -3
> CC1CCC(N2CCN(C(=O)COc3ccccc3)CC2)CC1 (stereo unspecified)
  -2, -2, -1, -3, 0, 5, -1, 0, -1
> CCCCCn1c(=O)c(C(=O)NC(C)c2ccccc2)c(O)c2ccccc21 (stereo unspecified)
  -5, -2, -6, 2, 0, -2, 8, 3, -1
> Cc1ccc(-c2nc3ccccc3c(=O)n2-c2ccc(O)cc2)cc1
  9, -1, -3, 1, 2, 1, -2, -3, 5
> O=c1c2ccccc2nc(-c2ccco2)n1-c1ccncc1
  2, 1, -4, 6, -1, 0, 1, -8, 0
> O=C1C2CCCN2C(c2ccncc2)N1c1ccc(Cl)c(Cl)c1 (stereo unspecified)
  -12, -2, -1, 9, 1, -1, 0, 1, 2
> NC(N)=N/N=C/c1ccc(N(c2ccccc2)c2ccccc2)cc1
  12, 3, 2, 9, 19*, 9, 16, 6, 11
> CC(=NCc1ccc2c(c1)OCO2)c1c(O)n(-c2ccccc2)c(=O)[nH]c1=O
  -2, 0, 0, 0, 1, -7, -2, -4, -2
> Cc1nn(Cc2ccc(Cl)cc2Cl)c(Cl)c1C(=O)Nc1ccc(OC(F)F)cc1
  1, -1, -2, -1, -2, 3, -10, 0, 4
> CC(C)CCN1CCN(Cc2c(F)cccc2Cl)CC1CCO (stereo unspecified)
  5, -2, 1, 8, 3, 6, 3, 5, -1
> COc1cccc(-c2nc3ccc(N4CCN(C)CC4)cc3[nH]2)c1
  4, 0, 0, 0, 3, -6, 2, -2, 10
> CCOC(=O)C1=C(N)Oc2cc(C)oc(=O)c2C12C(=O)N1c3c(cccc32)C(C)=CC1(C)C (stereo unspecified)
  0, -4, -5, 2, -2, 2, 2, -11, 1
> COc1cc2nc(CN3CC=C(c4ccccc4)CC3)[nH]c(=O)c2cc1OC
  0, 0, -4, 1, 0, -2, 3, -5, -9
> CCC(=O)N1N=C2C3CCN(CC3)C2C1c1ccc(C)cc1 (stereo unspecified)
  3, 1, 4, -2, 0, 7, 0, -9, 1
> OC[C@@H](O)CCl
  ·, 1, -2, ·, 0, 5, 5, ·, 3
> COC(=O)C1=C(c2c(C)noc2C)C[C@@H]2CC[C@H]1N2C(=O)NCCOc1ccc(OC)cc1
  6, -1, 2, 0, ·, ·, 10, -6, 3
> O=C(c1ccc2c(c1)ncn2C1CCCCCC1)N1CCC2(CC1)OCCO2
  1, -1, 1, 2, -2, 8, 4, 6, 5
> COC(=O)NC(=C(Cl)Cl)P(=O)(c1ccccc1)c1ccccc1
  0, 1, 0, 3, 0, 9, -1, -1, 3
> CCNC(=S)N1CCn2cccc2C1c1cccnc1 (stereo unspecified)
  1, 5, 0, 1, 2, 3, 3, 5, 8
> COc1ccccc1OCC(=O)N1CCN(Cc2ccc3c(c2)OCO3)CC1
  2, 1, -6, 4, 1, 3, 6, 4, -3
> COc1ccc2[nH]cc(CCN(C)C)c2c1
  -7, -1, 1, -8, 0, 7, 2, 6, 1
> O=C(O)C(Cc1cnc[nH]1)NS(=O)(=O)c1ccc(Br)cc1 (stereo unspecified)
  1, -1, 2, 6, 3, 4, 0, 3, 2

Remaining list, next part.
Every second line gives: PAFAH1B3 FP inh, LYPLA1 counter, PAD4 FP inh, PAFAH1B2 FP inh, Fam108B counter, GSTO1 inh, PME-1 primary, PAFAH2 inh, pPAFAH FP inh
> COc1cccc(N2C(=O)NC(=O)/C(=C\c3cn(C)c4ccccc34)C2=O)c1
  0, 0, -5, -2, 3, 0, -2, 53*, 1
> COc1ccc(CCC(=O)NCCc2cnc[nH]2)cc1
  5, 3, 0, 8, -4, -1, 0, -3, 0
> COc1ccc(S(=O)(=O)N2CCOCC2)cc1NC(=O)COC(=O)Cc1ccccc1
  3, ·, -2, -2, ·, ·, ·, 0, 12
> CCOc1cc(C2C(C#N)=C(N)Oc3c2c(=O)oc2ccccc32)ccc1OC(=O)c1cccs1 (stereo unspecified)
  -2, -26, -2, -6, -25, -15, -23, -17, -7
> O=C(c1ccccc1[N+](=O)[O-])N1CCC2(CC1)OCCO2
  -2, 4, -3, 3, 4, -4, -2, 12, 3
> Cc1ccn2nc(S(=O)(=O)Nc3c(F)cccc3F)nc2n1
  3, 1, -1, 1, -2, 26, 0, 4, 3
